HCV inh: qHTS Assay for Inhibitors of Hepatitis C Virus (HCV) | Potency, µM (doses to about 41.8 µM), for the others: at the highest dose activity change, negative = inhibition, most hits filed as inhibitors | hit rate 3.4% among 340,000 | Huh7.5.1 HCVcc-Cre infection, luciferase reporter, 44 h; also: potency is read from the fitted curve at half-maximal effect; % is scaled to controls: 0 for no effect and ±100 for the full control effect
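A cell-based infection assay in which seeded cells (1,000 per well) receive test compound after 4 h, are inoculated with HCVcc-Cre at approximately 0.5 moi, and are incubated 44 h before luminescence detection.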
Shiga inhibitor: A qHTS for Small Molecule Inhibitors of Shiga Toxin; Vero cells, Shiga toxin protein synthesis inhibition reporter; inhibition, % at 38.7 µM; hit rate 9.2% among 290,000; in the data active = inhibition mostly above about 28%, no sharp cut-off; inactive = mostly below about 43%; also: 0% is about no effect
Cycloheximide cs: Cycloheximide Counterscreen for Small Molecule Inhibitors of Shiga Toxin | max response, % | cell reporter, cycloheximide protein synthesis inhibition counterscreen | hit rate 12% among 300,000; in the data active = max response mostly above about 13%, no sharp cut-off; inactive = mostly below about 14%; also: read at 38.3 µM for the half of the compounds with a filed dose; 0% is about no effect
Pf growth 96h: Primary qHTS for delayed death inhibitors of the malarial parasite plastid, 96 hour incubation; hit rate 6.9% among 320,000; P. falciparum luciferase reporter growth, 96 h; Potency, µM (titrated, usually from 28.7 µM), without a hit: at the top dose activity change, negative = inhibition, usual class: inhibitors; AID 504834, 2011; also: potency is read from the fitted curve at half-maximal effect; % is scaled to controls: 0 for no effect and ±100 for the full control effect
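P. falciparum expressing integrated firefly luciferase grown in erythrocytes (2% hematocrit, 0.05% parasitemia final) with compounds for 96 hours at 37 C, 5% CO2. Growth inhibition read as loss of luminescence after adding luciferase detection reagent.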
TbPYK inhibitor: qHTS of Trypanosoma Brucei Inhibitors. TbPYK enzyme, Kinase-Glo Plus ATP luminescence, 45 min. Potency, µM (doses to about 76.8 µM), for inactives: at the highest dose activity, negative = inhibition, usual class: inhibitors. hit rate 0.12% among 410,000. AID 624173, 2012; also: potency is read from the fitted curve at half-maximal effect; % is scaled to controls: 0 for no effect and ±100 for the full control effect; nearly all actives have a fitted effect of over 50% in size
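TbPYK + substrate in 50 mM TEA pH 7.2, 100 mM KCl, 10 mM MgCl2, 0.05% BSA, 0.01% Tween-20; cpd pinned; ADP 130 uM final; 45 min RT; Kinase-Glo Plus 10 min; luminescence endpoint.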
Pf growth 48h: Primary qHTS for delayed death inhibitors of the malarial parasite plastid, 48 hour incubation; P. falciparum luciferase growth in erythrocytes, 48 h; Potency, µM (series often up to 28.7 µM), without a hit: at the top dose activity change, negative = inhibition, actives largely listed as inhibitors; hit rate 5.9% among 310,000; AID 504832, 2011; also: potency is read from the fitted curve at half-maximal effect; % is scaled to controls: 0 for no effect and ±100 for the full control effect
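Cell-based growth assay: transgenic P. falciparum expressing firefly luciferase, cultured in red cells within RPMI 1640 containing 0.5% w/v Albumax, 24 mM bicarbonate and gentamycin. A drop in luciferase activity indicates inhibition.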
LmPK inhibitor: qHTS Assay for Inhibitors of Leishmania Mexicana Pyruvate Kinase (LmPK); hit rate 0.37% among 290,000; Potency, µM (doses to about 57.5 µM), for inactives: at the highest dose activity change, negative = inhibition, usual class: inhibitors; AID 1721, 2009; Q27686; purified LmPK, Kinase-Glo ATP luminescence, 1 h; also: potency is read from the fitted curve at half-maximal effect; % is scaled to controls: 0 for no effect and ±100 for the full control effect
Target sequence (Q27686 whole entry, looked up): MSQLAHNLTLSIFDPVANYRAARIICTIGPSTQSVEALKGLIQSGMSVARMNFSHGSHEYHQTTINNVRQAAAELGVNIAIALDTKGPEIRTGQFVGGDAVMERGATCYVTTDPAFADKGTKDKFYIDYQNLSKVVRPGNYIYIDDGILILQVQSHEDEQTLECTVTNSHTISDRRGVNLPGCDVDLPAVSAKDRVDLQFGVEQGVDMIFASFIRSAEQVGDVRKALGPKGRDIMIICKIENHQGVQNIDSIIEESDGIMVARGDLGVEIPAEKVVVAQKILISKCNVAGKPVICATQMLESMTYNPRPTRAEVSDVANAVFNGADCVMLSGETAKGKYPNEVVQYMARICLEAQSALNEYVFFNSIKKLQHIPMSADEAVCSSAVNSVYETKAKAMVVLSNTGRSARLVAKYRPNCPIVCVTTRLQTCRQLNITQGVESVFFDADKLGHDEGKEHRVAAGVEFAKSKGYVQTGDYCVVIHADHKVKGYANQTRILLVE
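Screened at intermediate enzyme activity to detect both inhibitors and activators: LmPK at 0.1 nM, with a 0.5 nM enzyme column as activation reference. PEP 0.5 mM, ADP 0.1 mM; ATP detected by luminescence after 1 h.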
* = called active by the depositor; i = inactive; ? = inconclusive; . = no result given; & = joins results of further samples; [ ] = remark or other dose. Unless noted, calls follow the shape of the dose curve; as a rule, active = well fitted curve in the direction sought with a large enough effect; inconclusive = small, poorly fitted or top-dose-only effect, or another doubt; inactive = no such curve, though single readings can be large; an effect the other way counts as inactive or inconclusive.

1) CCOC(=O)N1CCN(c2c(N3CCN(c4ccccc4OC)CC3)c(=O)c2=O)CC1
2) CCn1cnc2c(Nc3cccc(Cl)c3)nc(C#N)nc21
3) COC(=O)C1CCN(S(=O)(=O)c2ccc(Br)s2)CC1
4) CC(C)=CCC(C)(C)/C=N/NC(N)=O
5) O=C1C2C3C=CC(C3)C2C(=O)N1/N=C/c1cc(Br)cc([N+](=O)[O-])c1O (stereo unspecified)
6) CCCCc1ccc(-n2c(Cc3cccs3)n[nH]c2=S)cc1
7) CC(C)CC(C(=O)Nc1ccc2c(c1)OCCO2)N1C(=O)c2ccccc2C1=O (stereo unspecified)
8) Clc1ccc2nnnc(-c3ccccc3)c2c1

Compound | 1 | 2 | 3 | 4 | 5 | 6 | 7 | 8
HCV inh | 2% | . | 8% | 15% | 17% | 19% | 17% | 4.5µM*
TbPYK inhibitor | 2% | 1% | -1% | -1% | -14% | 7.9µM* | -1% | -2%
Pf growth 96h | 14% | ? | ? | 55%[activator] | 24% | ? | ? | ?
Shiga inhibitor | -6 | . | . | 2 | -15 | -14 | -10 | 98*
Cycloheximide cs | 1 | . | . | -3 | 0 | -8 | -2 | 52*
LmPK inhibitor | 3% | . | . | 2% | -1% | -6% | 13% | -3%
Pf growth 48h | 11% | ? | -26% | 0% | ? | -12% | . | ?

9) Cn1c2cc(Br)sc2c2cnn(Cc3c(F)cccc3Cl)c(=O)c21
10) CCn1cc(S(=O)(=O)N2CCN(Cc3ccc(F)cc3)CC2)cn1
11) CCOCCc1nnc(NC(=O)COC)s1
12) CCOc1ccc(OCCN2C(=O)NC3(CCCc4ccccc43)C2=O)cc1 (stereo unspecified)
13) COc1ccc(NC(=O)CN2CCN(Cc3ccccc3)CC2)cc1
14) COC(=O)c1ccc(-c2noc(CN3C[C@H]4CC[C@H]3C4)n2)cc1
15) COC(=O)Cc1ccc(NC(=O)c2ccc3c(c2)C(=O)N(Cc2ccco2)C3=O)cc1
16) CCCNC(=O)N1CCC(n2nccc2NC(=O)CCOc2ccccc2)CC1

Compound | 9 | 10 | 11 | 12 | 13 | 14 | 15 | 16
HCV inh | . | 1% | 13% | -22% | 17% | 7% | 10% | 10%
TbPYK inhibitor | 1% | -3% | -1% | 0% | 4% | -1% | -2% | 4%
Pf growth 96h | 28% | 9% | . | 0% | 7% | ? | 17% | ?
Shiga inhibitor | . | 2 | -2 | 3 | -5 | 21 | -25 | -3
Cycloheximide cs | . | -2 | 6 | -3 | -2 | 19* | 11 | 0
LmPK inhibitor | . | 3% | -1% | 4% | -10% | 1% | -3% | -8%
Pf growth 48h | 3% | -10%[5.75 µM] | 6% | 8% | 5% | 92%[activator] | 11% | 6%

Rewritten in markdown: 5 of the compounds above
| No. | compound | HCV inh | TbPYK inhibitor | Pf growth 96h | Shiga inhibitor | Cycloheximide cs | LmPK inhibitor | Pf growth 48h |
| --- | --- | --- | --- | --- | --- | --- | --- | --- |
| 12 | CCOc1ccc(OCCN2C(=O)NC3(CCCc4ccccc43)C2=O)cc1 (stereo unspecified) | -22% | 0% | 0% | 3 | -3 | 4% | 8% |
| 13 | COc1ccc(NC(=O)CN2CCN(Cc3ccccc3)CC2)cc1 | 17% | 4% | 7% | -5 | -2 | -10% | 5% |
| 14 | COC(=O)c1ccc(-c2noc(CN3C[C@H]4CC[C@H]3C4)n2)cc1 | 7% | -1% | ? | 21 | 19* | 1% | 92%[activator] |
| 15 | COC(=O)Cc1ccc(NC(=O)c2ccc3c(c2)C(=O)N(Cc2ccco2)C3=O)cc1 | 10% | -2% | 17% | -25 | 11 | -3% | 11% |
| 16 | CCCNC(=O)N1CCC(n2nccc2NC(=O)CCOc2ccccc2)CC1 | 10% | 4% | ? | -3 | 0 | -8% | 6% |

Continuation:
17) CC(NC(=O)[C@@H](NC(=O)[C@@H]1Cc2ccccc2CN1)C(C)C)c1ccccc1 (stereo partly specified)
18) COc1cccc(C(C[N+](=O)[O-])c2c(C)[nH]n(-c3ccccc3)c2=O)c1 (stereo unspecified)
19) O=C(COC(=O)/C=C/c1ccccc1Cl)NCc1ccccc1
20) COC(=O)c1cc(-c2c(C)oc3cc(OC(C)C)ccc3c2=O)c(C)o1
21) COc1ccc(C2=NCCn3nc4ccccc4c32)cc1
22) CCOCCCNc1ccc(N2C(=O)C3CCCCC3C2=O)cc1[N+](=O)[O-] (stereo unspecified)
23) CCCCCC(=O)NC(=S)Nc1ccc(NC(=O)c2ccco2)cc1
24) CCCCn1c(N)c(N(CCOC)C(=O)CSCc2ccc(C)cc2)c(=O)[nH]c1=O

Compound | 17 | 18 | 19 | 20 | 21 | 22 | 23 | 24
HCV inh | -6% | 10% | 0% | -24% | 23% | ? | -27% | 12%
TbPYK inhibitor | 0% | -7% | 1% | -8% | -1% | 3% | -4% | -4%
Pf growth 96h | 1% | 1% | 62%[activator] | ? | 63%[activator] | -47% | ? | 15%
Shiga inhibitor | -5 | 20 | -9 | -23 | . | 32 | 10 | .
Cycloheximide cs | -1 | -2 | -3 | -3 | . | 17 | -1 | .
LmPK inhibitor | -6% | 10% | 3% | -4% | . | -2% | 3% | .
Pf growth 48h | 0% | 8% | 16% | ? | -30% | -1% | ? | 1%

25) CCOC(=O)Cc1csc(SCC(=O)Nc2ccc3[nH]c(=O)[nH]c3c2)n1
26) Cc1nc(NC(=O)/C=C/c2ccc(C(C)(C)C)cc2)sc1C(=O)N(C)C
27) CCC(=O)NCCn1c(C)cc2ccccc21
28) CN1CCC(=NNC(=O)CN(c2cccc(Br)c2)S(C)(=O)=O)CC1
29) N#CCc1nn(-c2ccccc2)c2ncnc(N)c12
30) O=C(CN1C(=O)CC(c2ccccc2)=Nc2ccccc21)NCc1ccco1
31) CS(=O)(=O)N(Cc1cc2ccccc2[nH]c1=O)C1CCCCC1
32) CCN(CC)c1ccc(NC(=O)COC(=O)C23CCC(=O)N2c2ccccc2S3)cc1 (stereo unspecified)

Compound | 25 | 26 | 27 | 28 | 29 | 30 | 31 | 32
HCV inh | -13% | -27% | 4% | 27% | ? | ? | -9% | 6%
TbPYK inhibitor | -6% | -1% | -10% | 3% | 2% | -2% | -2% | -8%
Pf growth 96h | -25% | -3% | -14% | 1% | 26% | 17% | -16% | .
Shiga inhibitor | . | -3 | 3 | 33 | 9 | 19 | -16 | 23
Cycloheximide cs | . | -4 | -1 | -3 | -1 | 7 | -8 | 3
LmPK inhibitor | . | 3% | 0% | 1% | 3% | 5% | -1% | 2%
Pf growth 48h | 8% | ? | ? | 10% | -1% | 6% | -9% | 9%

33) CCC1CN(C(=O)N2CCC(C(=O)NCc3cc(OC)c(OC)c(OC)c3)CC2)c2ccccc2O1 (stereo unspecified)
34) NC(N)=N/N=C/c1ccc(Cl)c([N+](=O)[O-])c1
35) CC(=O)Nc1sc(NC(=O)c2ccc(Cl)cc2)nc1-c1cccs1
36) Cc1cccc(C(=O)N2CCC(N3CCC(C(=O)N4CCOCC4)CC3)CC2)c1
37) Cc1ccccc1Cn1nc(C)c(NC(=O)c2cc(CC(C)C)on2)c1C
38) c1ccc(Cc2ccc(OCCn3ccnc3)cc2)cc1
39) COc1ccc(CC(=O)OCC(=O)Nc2cccc(Cl)c2)cc1
40) CCOCC(=O)Nc1cc(C(=O)Nc2ccccc2)ccc1Cl

Compound | 33 | 34 | 35 | 36 | 37 | 38 | 39 | 40
HCV inh | ? | ? | ? | . | ? | 13µM* | -2% | -30%
TbPYK inhibitor | -4%&-1% | -3% | -3% | 1% | 12%&-7% | 0% | 3% | 0%
Pf growth 96h | ? | 12µM* | 10% | 39%[activator] | -28% | ? | 22% | 105%[activator]
Shiga inhibitor | -4 | -22 | -14 | -18 | -42 | 2 | 4 | 18
Cycloheximide cs | -7 | -4 | -3 | -2 | -2 | 12 | -1 | 14
LmPK inhibitor | -5% | -2% | -3% | 0% | 8% | -2% | 7% | -27%
Pf growth 48h | ? | 1.5µM* | -7% | 7% | -1% | 9.3µM* | -18% | 46%[activator]

41) Cc1ccc(/C=C2\CCOC2=O)cc1
42) COc1ccc(N2CC(O)(c3ccc(F)cc3)[N+]3=C2CCCC3)cc1 (stereo unspecified)
43) COc1ccc(C2/C=C\CC(NC(=O)OCC3c4ccccc4-c4ccccc43)CC(=O)N2Cc2ccccc2F)cc1 (stereo unspecified)
44) Cc1ccc(S(=O)(=O)N2CCC(C(=O)N[C@H](C(=O)N3CCN(C)CC3)C(C)C)CC2)cc1
45) O=C(CSc1nc(SCC(=O)NCc2ccccc2)n(-c2ccccc2)n1)NCc1ccccc1
46) COc1ccc(N=C2SC(C(=O)O)CC(=O)N2C)cc1 (stereo unspecified)
47) COCC(=O)Nc1ccc(C)c(Cl)c1
48) NNC(=O)Cn1c(-c2ccccn2)nc2ccccc21

Compound | 41 | 42 | 43 | 44 | 45 | 46 | 47 | 48
HCV inh | -6% | -17% | ? | 8% | ? | 24% | 2% | 6%
TbPYK inhibitor | -1% | -4% | 2% | -2% | 1% | 4% | 0% | 11%
Pf growth 96h | 11% | -42% | . | ? | 9.3µM* | -11% | . | 24%
Shiga inhibitor | 15 | 4 | i | -12 | -13 | -28 | 8 | 8
Cycloheximide cs | 12* | -2 | 6 | 1 | -3 | -6 | 5 | 11
LmPK inhibitor | -3% | 2% | . | 0% | 2% | 12% | 1% | 1%
Pf growth 48h | ? | ? | . | 1% | . | 2% | 19% | 11%

49) Cc1ccc([N+](=O)[O-])cc1NC(=O)c1ccc(-c2ccccc2)cc1
50) CS(=O)(=O)c1ccc(Cl)c(NC(=O)CCl)c1
51) Cc1cc(C)n(-c2nnc(SCC(=O)NC3CCCC3)c3ccccc23)n1
52) Nc1ccc(S(=O)(=O)Nc2nccc(/C=C/c3ccc(Cl)cc3Cl)n2)cc1
53) O=C(O)CSC1CC(=O)N(c2ccc(Cl)cc2)C1=O (stereo unspecified)
54) CN(C)c1nnnn1-c1ccc(Oc2ncc(C(F)(F)F)cc2Cl)cc1
55) Nc1nc(COc2ccccc2)cs1
56) COc1cc(CNCCN2CCOCC2)ccc1OCc1ccc(Cl)cc1
57) O=C(Nc1cccc([N+](=O)[O-])c1)ONC1=NCCCCC1
58) O=C(Nc1cccc(Cl)c1N1CCCC1)c1ccco1

Compound | 49 | 50 | 51 | 52 | 53 | 54 | 55 | 56 | 57 | 58
HCV inh | ? | ? | ? | 8% | 5% | -20% | 2% | 7.1µM* | ? | -27%
TbPYK inhibitor | 0% | 5% | 0% | -4% | 4% | -1% | 2% | 6% | -3% | -2%
Pf growth 96h | 0% | ? | ? | 18% | 33%[activator] | ? | 37%[activator] | ? | 37%[activator] | -1%
Shiga inhibitor | 8 | 3 | 10 | 31 | -5 | 14 | 34 | 13 | -5 | -3
Cycloheximide cs | -1 | 13 | -4 | 0 | -4 | 9 | 14 | 16 | -2 | -1
LmPK inhibitor | -5% | 2% | -9% | -1% | 3% | -3% | -5% | -3% | 2% | 0%
Pf growth 48h | 12% | 9.3µM* | ? | ? | . | -21% | . | . | 71%[activator] | 9%

High-throughput results from PubChem BioAssay.
